Screening data as filed in PubChem.
DT40 TDP1 no CPT = qHTS for Inhibitors of human tyrosyl-DNA phosphodiesterase 1 (TDP1): qHTS in cells in absence of CPT; DT40 Tdp1-/- hTDP1 cells, no CPT, ATP luminescence, 48 h; Potency, µM (series often up to 46.2 µM), without a hit: at the highest dose activity change, negative = growth inhibition, usual class: inhibitors; hit rate 15% among 420,000; AID 686978, 2013; further: nearly all actives have a fitted effect of over 55% in size
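Camptothecin absent (DMSO only). Human TDP1-complemented DT40 knockout cells, 400 cells/well, 37 °C for minimum 48 hr; ATP measured via CellTiter-Glo, 30 min dark incubation, luminescence.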
DT40 TDP1 CPT = qHTS for Inhibitors of human tyrosyl-DNA phosphodiesterase 1 (TDP1): qHTS in cells in presence of CPT; Potency, µM (series often up to 46.2 µM), without a hit: at the top dose activity change, negative = growth inhibition, actives largely listed as inhibitors; hit rate 12% among 420,000; chicken DT40 Tdp1-/-;hTDP1 cells + 20 nM CPT, ATP luminescence, 48 h; further: nearly all actives have a fitted effect of over 55% in size
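Cell growth measured by CellTiter-Glo luminescence after a minimum 48 h, 37 C compound exposure with 20 nM CPT in Tdp1-knockout DT40 cells stably expressing hTDP1, seeded 400/well; qHTS titration format.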
GCN5L2 inh = qHTS Assay for Inhibitors of GCN5L2; Potency, µM (top dose mostly 58.9 µM), for inactives: at the highest dose activity change, negative = inhibition, actives largely listed as inhibitors; Histone acetyltransferase KAT2A (Homo sapiens), Q92830; GCN5L2 HAT assay, ThioGlo1 CoA-SH fluorescence; hit rate 0.21% among 390,000
Target sequence (Q92830 whole entry, looked up): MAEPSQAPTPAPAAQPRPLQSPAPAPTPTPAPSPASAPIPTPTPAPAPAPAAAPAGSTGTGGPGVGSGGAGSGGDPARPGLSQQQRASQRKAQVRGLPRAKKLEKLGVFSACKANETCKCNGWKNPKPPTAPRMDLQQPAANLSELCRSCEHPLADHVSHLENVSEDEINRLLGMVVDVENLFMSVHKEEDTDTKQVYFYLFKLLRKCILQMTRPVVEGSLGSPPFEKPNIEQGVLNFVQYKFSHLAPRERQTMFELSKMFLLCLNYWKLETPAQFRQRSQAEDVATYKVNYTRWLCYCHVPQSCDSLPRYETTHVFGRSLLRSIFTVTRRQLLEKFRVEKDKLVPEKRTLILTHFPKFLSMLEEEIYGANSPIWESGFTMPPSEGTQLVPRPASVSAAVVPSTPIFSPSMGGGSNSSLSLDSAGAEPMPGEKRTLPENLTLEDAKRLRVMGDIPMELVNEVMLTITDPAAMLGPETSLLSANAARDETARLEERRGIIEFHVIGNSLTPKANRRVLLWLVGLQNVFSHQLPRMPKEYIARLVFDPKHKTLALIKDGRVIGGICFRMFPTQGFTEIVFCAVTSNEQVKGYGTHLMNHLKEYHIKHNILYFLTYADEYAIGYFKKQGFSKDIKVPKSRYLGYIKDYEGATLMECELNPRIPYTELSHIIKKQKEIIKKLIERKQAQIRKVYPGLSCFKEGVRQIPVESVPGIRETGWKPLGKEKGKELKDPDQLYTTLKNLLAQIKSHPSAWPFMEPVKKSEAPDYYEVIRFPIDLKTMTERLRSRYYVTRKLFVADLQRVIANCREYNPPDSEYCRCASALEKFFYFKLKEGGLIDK
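GCN5L2 (20 nM) in 50mM HEPES pH 7.5, 0.1mM EDTA, 0.01% Tween-20 preincubated 15 min with compounds at room temperature. Reaction started with H3(1-25) 75uM, acetyl-CoA 70uM, ThioGlo1 50uM; CoA-thiol fluorescence (Ex340/Em540) read at 0 and 20 min.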
* = called active by the depositor; ? = inconclusive; · = no result given; & = joins results of further samples; [ ] = remark or other dose. The call rests on the fitted dose curve; in most records, active means well fitted curve in the direction sought with a large enough effect; inconclusive means small, poorly fitted or top-dose-only effect, or another doubt; inactive means no such curve, though single readings can be large; an effect the other way counts as inactive or inconclusive. On the % scale 0 is the no-effect control and ±100 the full control effect; potency means the concentration at half of the fitted maximal effect. These rows are one share of the data. The share of hits here may be higher or lower than overall.

molecule | DT40 TDP1 no CPT | DT40 TDP1 CPT | GCN5L2 inh
CCOC(=O)C1CCN(CCC(=O)Nc2ccccc2Cl)CC1 | -18%&-20% | -23%&-22% | 12%&-4%
Nc1ccc(OC(=O)Nc2ccc(O)cc2)cc1 | ? | ? | -6%
O=C1N(Cc2cccc(Cl)c2)C[C@@H]2C[C@@H](c3ccc4nonc4c3)N3CCC[C@@]123 | 18µM* | ? | -8%
O=C(NN1CCN(Cc2ccccc2)CC1)c1ccc(N2CCOCC2)c([N+](=O)[O-])c1 | ? | 0% | -12%
COc1cccc(C(=O)NCC(c2ccc3c(c2)OCO3)N2CCN(C)CC2)c1 (centres undefined) | -22% | -13% | 0%
COc1ccccc1-c1c(-c2ccc(OCC(=O)NN)cc2O)n[nH]c1C(F)(F)F | 13µM* | 9.2µM* | 1%
COc1ccc(S(=O)(=O)N2CCC[C@H]2C(=O)N2CCC[C@H]2C(=O)N[C@H](C)c2ccccc2)cc1C | -22% | -4% | ·
Cc1cccc(NC(=O)C2CCN(C(=O)c3ccco3)CC2)c1C | -24% | 8% | 2%
COc1cc(OC)c(S(=O)(=O)Nc2ccc(C(=O)N3CCCC3)cc2)cc1NC(C)=O | -28% | -5% | -2%
CC(=O)Nc1cc(C(=O)OCC(=O)c2ccccc2)ccc1C | -21% | -19% | 1%
O=C(NCc1cccs1)C(=O)NCC(c1ccco1)N1CCN(c2ccc(F)cc2)CC1 (centres undefined) | 23µM* | ? | -15%
Cc1c(Nc2nc(-c3ccccc3)cs2)c(=O)n(-c2ccccc2)n1C | -15% | -7% | 28%
COc1cccc(NC(=O)N(C)C[C@@H]2Oc3ncc(Br)cc3C(=O)N([C@@H](C)CO)C[C@H]2C)c1 | -26% | -5% | ·
CC(C)Cn1c(N)c(C(=O)COC(=O)c2cccc(F)c2)c(=O)n(C)c1=O | ? | ? | 0%
CN(C(=O)c1ccc(NC(=O)Cc2ccc(NC(=O)C3CCCN(C(=O)CCc4ccccc4)C3)cc2)cc1)C1CC1 (centres undefined) | 13µM* | ? | -3%
OC(COc1ccccc1)CN1C2=NCCCN2c2ccccc21 (centres undefined) | 10µM* | ? | 0%
Cc1cc(C(=O)NC2CCCc3ccccc32)c(C)o1 (centres undefined) | -11% | -25% | 3%
CC(=NNC(=O)CSCC(=O)NN=C(C)c1ccccc1)c1ccccc1 | -17% | -4% | ·
CN(CC(=O)Nc1ccc(S(=O)(=O)N2CCCC2)cc1)Cc1ccc(Cl)c(Cl)c1 | 18µM* | -74% | -11%
CCc1nc2ccccc2c(C(=O)OCC(=O)NC2CCCC2)c1C | -29% | 0% | -8%
CCc1ccc(CN(C)C(=O)C2CCC(=O)N(CC3CCCCC3)C2)cc1 (centres undefined) | ? | 23µM* | -4%
CC(C)(C)c1ccc(S(=O)(=O)Nc2ccc(Cc3ccncc3)cc2)cc1 | 16µM* | ? | -13%
O=C(Nc1nnc(S(=O)(=O)N2CCOCC2)s1)c1ccccc1 | -17% | 3% | -2%
Cc1c(C(=O)N/N=C/c2cccnc2)sc(N)c1C#N | -26% | -18% | -13%
O=C(Nc1ccccc1F)c1oc2ccccc2c1NC(=O)c1c(F)cccc1F | ? | ? | 1%
CCOc1ccc(CCNC(c2nnc(-c3ccccc3)o2)c2ccccc2Cl)cc1OCC (centres undefined) | 15µM* | 15µM* | -21%
Fc1ccc(-c2cn3ccccc3n2)cc1 | -28% | -5% | -3%
O=C(OCCOc1ccccc1)c1cc(S(=O)(=O)N2CCOCC2)ccc1Cl | ? | -27% | -13%
CCOC(=O)CN(C)C(=O)CCc1nnc(-c2ccsc2)o1 | -3% | -22% | 2%
CCN1CCN(c2cc(C)c3cc(NC(=O)/C=C/c4ccc(OCCC(C)C)cc4)ccc3n2)CC1 | 4.1µM* | 4.6µM* | -7%
NC(N)=N/N=C/c1ccc(Cl)c(Cl)c1 | 16µM* | 13µM* | -23%
CC(Sc1ccc(Cl)cc1)C(=O)NCC1CCCO1 (centres undefined) | -17% | -9% | 0%
CCN1CCCc2cc(CN(CCN3CCOCC3)C(=S)Nc3ccccc3C)ccc21 | 1% | -18% | 1%
CCOC(=O)C1CCN(C(=O)CCc2nnc3ccc(NCc4ccco4)nn23)CC1 | -27% | ? | ?
Cc1cc(NC(=O)CSc2nnnn2-c2ccccc2F)no1 | 4% | 10% | 1%
CC(C)[C@H](NC(=O)Cc1ccccc1)C(=O)OCc1cc(=O)n2c(n1)sc1ccccc12 | 13µM* | 15µM* | -20%
C/C(=N\NC(=O)CSc1nc2nc(C)cc(C)n2n1)c1ccccc1 | -15% | -13% | ·
Cc1cccc(OCCCC(=O)Nc2ccc(N3CCOCC3)cc2)c1 | -11% | -13% | 3%
NC(=O)NC(=O)CSc1nnc(-c2ccco2)n1Cc1ccccc1 | -11% | -22% | -3%
COc1ccc(C(=O)Nc2ccccc2C(=O)NCC2CCCO2)cc1 (centres undefined) | ? | ? | -8%

Some entries already given, reduced to DT40 TDP1 CPT.
canonical_smiles	DT40 TDP1 CPT
C/C(=N\NC(=O)CSc1nc2nc(C)cc(C)n2n1)c1ccccc1	-13%
Cc1cccc(OCCCC(=O)Nc2ccc(N3CCOCC3)cc2)c1	-13%

Later entries.
molecule | DT40 TDP1 no CPT | DT40 TDP1 CPT | GCN5L2 inh
COc1ccc(/C=C/C(=O)NCCN2CCOCC2)cc1OC | 21µM* | ? | -12%
Cc1cc(N2CC(=O)N(CCc3ccccc3)C(=O)C2)n2ncnc2n1 | -3% | 7% | ·
CC(C)(C)NC(=O)c1ccc(Sc2ccccc2)c([N+](=O)[O-])c1 | 8.2µM* | ? | -5%
CC1=C(C(N)=O)C(c2ccccc2)n2nc(-c3ccncc3)nc2N1 (centres undefined) | -6% | -6% | ?
O=C(OCc1ccccc1)c1cc(S(=O)(=O)N2CCCCC2)ccc1N1CCOCC1 | ? | ? | -10%
Cc1onc(-c2ccccc2)c1C(=O)Nc1cc(C(F)(F)F)ccc1N1CCOCC1 | 2.9µM* | 3.7µM* | -11%
COC(=O)C1=C(NC(=O)C2CCCCC2)CCS1 | -2% | -28% | 4%
COc1ccc2c(c1)-c1nc(/N=C/c3ccccc3O)sc1CC2 | -22% | -10% | -2%
CC(=O)Nc1ccccc1NC(=O)c1ccccc1-c1ccccc1 | -18% | 1% | -20%
COc1ccc(-c2[nH]ncc2CN2CCN(C3CCCCC3)C(=O)C2)cc1F | ? | -11% | -5%
COc1cc2c(cc1OC)C(COc1ccc(F)cc1)N(C(C)=O)CC2 (centres undefined) | 0% | -15% | 1%
Cc1ccc(C)n1-n1c(C)nc2sc3c(c2c1=O)CCCCC3 | ? | ? | -15%
Cc1ccc(N(C(=O)CNC(=O)c2ccco2)C(C(=O)NC2CCCCC2)c2cccnc2)c(C)c1 (centres undefined) | -4% | -7% | -8%
O=C(CN1C(=O)S/C(=C/c2ccncc2)C1=O)Nc1ccccc1 | ? | 23µM* | -20%
O=[N+]([O-])c1cccc(S(=O)(=O)NCCNS(=O)(=O)c2cccc([N+](=O)[O-])c2)c1 | -19% | 3% | 2%
COCCCNC(=O)c1oc2ccc(S(=O)(=O)N3CCOCC3)cc2c1C | -23% | 1% | -1%
C/C=C(\C)CN1CCC(Oc2ccc(C(=O)NCc3ccccn3)cc2)CC1 | 0% | -13% | -18%
CO[C@H]1[C@H](NC(=O)c2ccsc2)c2ccccc2C12CCN(Cc1cnn(C)c1C)CC2 | -13% | 13%[9.04 µM] | ·
CCNC(=O)N1CCCC(C(=O)c2ccc(C(F)(F)F)cc2)C1 (centres undefined) | ? | ? | -7%
CCOC(=O)CC(NC(=O)CCc1c(C)nc2cc(-c3ccccc3)nn2c1C)c1ccc(C)cc1 (centres undefined) | 18µM* | 16µM* | -3%
COc1ccc(C)cc1NC(=O)c1nnn(-c2c(C)cccc2C)c1C | 16µM* | ? | -5%
CN(Cc1ccon1)C(=O)CCc1nnc(CCCCc2ccccc2)o1 | 12% | -19% | 1%
O=C(Nc1nc(-c2ccc3c(c2)OCO3)cs1)c1ccncc1 | 13µM* | 15µM* | 0%
CCCc1cc(=O)oc2cc(C)cc(OCC(=O)NCCCn3ccnc3)c12 | ? | ? | -4%

Brought forward from above: 5 compounds; new compounds follow.
molecule | DT40 TDP1 no CPT | DT40 TDP1 CPT | GCN5L2 inh
CCOC(=O)CC(NC(=O)CCc1c(C)nc2cc(-c3ccccc3)nn2c1C)c1ccc(C)cc1 (centres undefined) | 18µM* | 16µM* | -3%
COc1ccc(C)cc1NC(=O)c1nnn(-c2c(C)cccc2C)c1C | 16µM* | ? | -5%
CN(Cc1ccon1)C(=O)CCc1nnc(CCCCc2ccccc2)o1 | 12% | -19% | 1%
O=C(Nc1nc(-c2ccc3c(c2)OCO3)cs1)c1ccncc1 | 13µM* | 15µM* | 0%
CCCc1cc(=O)oc2cc(C)cc(OCC(=O)NCCCn3ccnc3)c12 | ? | ? | -4%
CCOC(=O)c1ccc(NC(=O)C(CC)Sc2nc3ncccc3[nH]2)cc1 (centres undefined) | ? | ? | -2%
COc1ccc(N2CCN(C(CNC(=O)C3CCCCC3)c3cccnc3)CC2)cc1 (centres undefined) | -27% | -19% | 0%
Cc1ccc(C)c(Cn2c3ccccc3c3cnn(CC(=O)NCCc4ccccc4)c(=O)c32)c1 | -21% | ? | -4%
S=C(Nc1cccnc1)Nc1ccccc1Br | -18% | 16% | 4%
Cc1ccc(C(=O)NC(C(=O)Nc2cccc(S(N)(=O)=O)c2)C(C)C)cc1 (centres undefined) | -10% | 8% | -5%
CC(C(=O)NC1CCCC1)n1c(-c2ccccn2)nc2ccccc21 (centres undefined) | ? | ? | ·
CCCCOc1ccc(C(=O)NCCS(=O)(=O)N2CCN(c3ccc(F)cc3)CC2)cc1 | -17% | -25% | -4%
COc1ccccc1N1CCN(C(=O)CSc2nnnn2C2CC2)CC1 | -18% | -14% | -6%
CCOC(=O)[C@]12CCCC=C1N(Cc1ccc3c(c1)OCO3)C(=O)[C@H](CC(=O)NCc1cccc3ccccc13)C2 | ? | ? | ·
CC(=O)Nc1ccc(C#Cc2ccc(NC(C)=O)cc2)cc1 | 1% | -14% | 0%
COc1cccc(NC(=O)Nc2cccs2)c1 | ? | ? | 0%
CCCc1c(C(=O)N/N=C/c2ccc(OCc3ccccc3)cc2)nnn1-c1nonc1N | ? | -10% | ·
Cc1n[nH]c(=O)c2c(NC(=O)CSc3ccccc3F)oc(C)c12 | -4% | ? | -9%
COC(=O)c1cn([C@@H]2C[C@@H](C(=O)Nc3cccc(SC)c3)N(C3CCCCCC3)C2)nn1 | -19% | 4%[9.04 µM] | ·
CCCc1nnc(NC(=O)CCC(=O)N2CCCCC2CC)s1 (centres undefined) | -1% | -3% | 0%
CCOC(=O)N1C2c3ccccc3C(c3ccccc32)N1C(=O)OCC | ? | ? | ·
Cc1cccc(C(=O)N(NC(=O)Oc2ccccc2)C(C)(C)C)c1 | -15% | 1% | 3%
CCOc1ccccc1NC(=O)c1cc2ccccc2oc1=O | 1% | 6% | -11%
CCOC(=O)[C@]12CCC=C1N(Cc1ccccc1)C(=O)[C@H](CC(=O)NCc1cccc3ccccc13)C2 | ? | ? | ·
CCOc1ccc(CC(=O)N2N=C(C)CC2(O)C(F)(F)F)cc1 (centres undefined) | 5.8µM* | 18µM* | -2%
O=C(CSc1nc2ccccc2c(=O)n1-c1ccccc1)N1CCc2ccccc2C1 | 16µM* | 26µM* | -1%
O=C(NN1C(=O)NC2(CCCCC2)C1=O)c1ccc(Cl)s1 | ? | 14% | 0%
CCN(CC)CCCNC(=O)CCc1c(C)n(CC)c2cc(-c3ccccc3OC)nn2c1=O | 20%&14% | -12%&6% | -2%&0%
COc1ccc(-c2sc3cc(OC)ccc3c2-c2ccc(OCCN3CCCCC3)cc2)cc1 | 5.8µM* | 4.6µM* | ·
COCCn1c(CN2CC(C)CC(C)C2)nc2c1c(=O)n(C)c(=O)n2C (centres undefined) | -7% | -9% | -17%
COC(=O)c1scc(-c2ccc(C)cc2)c1S(=O)(=O)Nc1cc(OC)c(OC)c(OC)c1 | ? | 21µM* | -3%
COc1ccccc1CNc1ccc([N+](=O)[O-])cc1C | ? | ? | -13%
CC1(C(=O)NS(=O)(=O)c2ccc(C#N)cc2)CCN1C(=O)C1(c2ccccc2)CC1 (centres undefined) | -26% | 3% | ·
COc1ccc(S(=O)(=O)N2CCc3ccccc32)cc1C(=O)OCc1nnc(-c2ccccc2)o1 | -13% | 0% | -2%
CCOc1ccccc1CN1C(=O)C2(OCCO2)c2ccccc21 | ? | ? | 2%
